Source: PubChem BioAssay (National Center for Advancing Translational Sciences (NCATS))
IMPase inh: cell-permeable inhibitors of inositol monophosphatase (IMPase). inhibition (IP1 accumulation), % at 46.1 µM. 120,000 tested, under 10 active. CHO-M1 cells, IP1 accumulation, HTRF TR-FRET ratio. AID 901; active = well fitted curve in the direction sought with a large enough effect in the signal ratio, not every such curve was filed as active; inconclusive = small, poorly fitted or top-dose-only effect, or a change in a side signal; inactive = no such curve, though single readings can be large or run the other way; the % refers to the signal ratio;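 note: cells stimulated with carbachol in lithium chloride buffer; plate controls were DMSO basal wells for no effect and reference inhibitor wells for full effect; higher means more IMPase inhibition seen as more IP1 and lower FRET ratio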
Target sequence (P97697 whole entry, looked up): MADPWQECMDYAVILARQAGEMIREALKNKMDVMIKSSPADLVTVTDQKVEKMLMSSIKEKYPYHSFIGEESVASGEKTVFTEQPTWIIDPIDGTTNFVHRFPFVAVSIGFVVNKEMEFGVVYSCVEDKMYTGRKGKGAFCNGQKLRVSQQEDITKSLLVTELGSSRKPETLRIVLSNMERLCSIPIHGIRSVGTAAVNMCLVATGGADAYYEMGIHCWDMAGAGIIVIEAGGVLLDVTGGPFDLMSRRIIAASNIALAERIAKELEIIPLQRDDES
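Measured: the HTRF emission ratio (665/620 nm) plus the 620 nm donor channel, each fitted to the Hill equation to give AC50. Cells were CHO-M1 given compounds up to 46 uM and a 30 min carbachol stimulation at 37C.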
ALOX12 inhib: inhibitors of human 12-lipoxygenase (ALOX12). Potency, µM (series often up to 57.1 µM), without a hit: top-dose activity change, negative = inhibition, most hits filed as inhibitors. purified 12-hLO, xylenol orange hydroperoxide absorbance. AID 1452. P18054. actives 0.12% (n = 150,000); note: potency is the fitted concentration of half-maximal effect; nearly all actives have a fitted effect of over 55% in size; many of its hits are not listed in these tables
Target sequence (P18054 whole entry, looked up): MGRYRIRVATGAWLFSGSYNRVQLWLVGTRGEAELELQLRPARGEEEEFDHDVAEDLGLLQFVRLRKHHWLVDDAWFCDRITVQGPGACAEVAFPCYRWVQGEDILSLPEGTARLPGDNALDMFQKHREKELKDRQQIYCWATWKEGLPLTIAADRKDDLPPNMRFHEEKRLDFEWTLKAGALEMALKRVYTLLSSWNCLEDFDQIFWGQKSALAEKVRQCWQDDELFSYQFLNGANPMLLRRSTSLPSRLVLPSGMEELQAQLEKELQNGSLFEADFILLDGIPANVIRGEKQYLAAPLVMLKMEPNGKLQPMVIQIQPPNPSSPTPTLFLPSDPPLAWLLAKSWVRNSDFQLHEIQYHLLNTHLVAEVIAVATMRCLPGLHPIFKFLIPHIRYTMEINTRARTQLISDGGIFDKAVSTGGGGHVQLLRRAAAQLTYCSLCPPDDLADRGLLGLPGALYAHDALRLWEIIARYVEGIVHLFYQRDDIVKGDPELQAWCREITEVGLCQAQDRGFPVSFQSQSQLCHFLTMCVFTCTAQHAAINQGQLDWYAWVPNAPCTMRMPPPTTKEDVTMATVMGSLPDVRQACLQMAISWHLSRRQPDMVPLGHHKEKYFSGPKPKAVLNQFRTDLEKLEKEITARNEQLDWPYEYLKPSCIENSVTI
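Purified human 12hLO (150 nM final) was preincubated with compounds for 15 min at room temperature in 25 mM Hepes pH 7.0, 0.01% Triton X-100, then reacted with 40 uM arachidonic acid for 30 min. Hydroperoxide was detected with ferrous iron/xylenol orange.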
PNC assembly inh: inhibitors of perinucleolar compartment assembly. PC3M PTB-GFP, PNC prevalence imaging, 16 h; stronger effect = lower value. AID 2417. activity change (PNC), negative = inhibition, % at 10 µM. actives 3.1% (n = 140,000);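 active = readout at or below -70, meaning at least 70% loss of cells showing the perinucleolar compartment, a nuclear body marking cancer cells; inconclusive = readout between -30 and a set limit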;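 note: plate controls were DMSO wells for no effect and camptothecin positive control wells for full effect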
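Compounds are pinned in duplicate onto adhered PC3M cells stably expressing GFP-tagged PTB and incubated 16 h at 37 C. Cells are then fixed, nuclei stained with Hoechst, and PNC-positive cells counted.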
ALOX15B inhib: blocks human 15-lipoxygenase 2 activity | purified 15hLO-2, xylenol orange hydroperoxide absorbance | Potency, µM (top dose mostly 57.1 µM), for the others: top-dose activity change, negative = inhibition, hits mostly inhibitors | actives 0.56% (n = 110,000) | O15296; note: potency is the fitted concentration of half-maximal effect; nearly all actives have a fitted effect of over 60% in size; many of its hits are not listed in these tables
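Enzyme 50 nM, AA 45 uM, 25 mM Hepes pH 7.5 + 0.01% Triton X-100; cpd preinc 15 min RT, rxn 90 min RT; stop/detect with 200 uM XO + 300 uM Fe(II) in 50 mM H2SO4, 30 min; A573/A405.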
Numbers without * were called inactive; ? = inconclusive; · = no result given; & = joins results of further samples; [ ] = another dose, or the depositor's remark. Unless noted, calls come from the whole dose curve; as a rule, active = well fitted curve in the direction sought with a large enough effect; inconclusive = small, poorly fitted or top-dose-only effect, or another doubt; inactive = no such curve, though single readings can be large; an effect the other way counts as inactive or inconclusive. Unless noted, % is set by controls: 0 for no effect and ±100 for the full control effect. A portion of the library; rates above refer to the full screens.

IMPase inh,ALOX12 inhib,PNC assembly inh,ALOX15B inhib,SMILES
-3,1%,?,-6%,COc1ccc(-c2cc(C(F)(F)F)n3ncc(C(=O)NCC4CCCO4)c3n2)cc1 (stereo not drawn)
0,-6%,-1,4%,COc1cc2cc(CN(Cc3nnnn3Cc3ccccc3)CC3CCCO3)c(=O)[nH]c2cc1OC (stereo not drawn)
9,-3%,15,3%,CCCC(c1nnnn1Cc1cccs1)N1CCN(c2ccc(OC)cc2)CC1 (stereo not drawn)
3,-1%,32,13%,CCC(C(=O)NC(C)(C)C)N(C(=O)Cn1nnc(-c2cccs2)n1)c1cnc2ccccc2c1 (stereo not drawn)
-3,8%,36,-1%,CC1CN(Cc2nc3c(c(=O)[nH]c(=O)n3C)n2CC(N)=O)CC(C)O1 (stereo not drawn)
2,-3%,-4,·,CN(C=[N+](C)C)c1cccc2c1C(=O)c1ccccc1C2=O
·,1%,·,-15%,COCC(=O)N1CCC[C@@]2(CCN(c3ccccc3)C2)C1
0,-8%,5,6%,O=S(=O)(c1ccccc1)c1cnc(-c2cccnc2)nc1-c1ccc(Cl)c(Cl)c1
0,0%,-14,1%,COc1ccc(CNn2c(-c3cccc(C)c3)nc3ccccc3c2=O)cc1OC
9,3%,-12,-5%,Cc1nn(-c2ccccc2)c(Cl)c1C(=O)N1CCN(c2ncnc3c2cnn3-c2ccccc2)CC1
22,-19%,-25,-3%,C1=C(CCNC2=NCCCCC2)CCCC1
10,0%,?,5%,CCN(CC)C(=O)c1cn(C)c2ccc(S(=O)(=O)N(CC)CC)cc2c1=O
-2,3%,?,13%,O=S(=O)(c1ccc(S(=O)(=O)N2CCCC3(CCCCC3)C2)cc1)N1CCCCC1
-3,-4%,35,8%,Cc1c(NC(=O)c2ccccc2F)c(=O)n(-c2ccccc2)n1C
0,4%,-19,1%,Cc1csc(NC(=O)CCSCCc2ccccn2)n1
7,-15%,?,1%,O=C(Cn1nc(Cl)nc1Cl)c1cc2ccccc2oc1=O
-2,-4%,-26,3%[2.29 µM],O=C(c1cnn2cccnc12)N1CCN(c2ccccc2)CC1
·,-1%,?,·,CC(/C=N/NC(=O)c1c(Br)cnn1C)=C\c1ccccc1
-7,-1%,·,14%,O=C(O)COc1cccc(-c2ocnc2-c2nc(-c3ccccc3)c(-c3ccccc3)o2)c1
0,-3%,26,4%,Cc1ccc(-n2c(=O)cc(N3CC(C)CC(C)C3)[nH]c2=O)cc1 (stereo not drawn)
-3,-6%,17,1%,COCCn1c(SCc2nc3ccccc3s2)nc2ccccc21
2,-3%,5,6%,CCO/C([O-])=N/c1c[n+](N2CCOCC2)no1
-16,1%,?,-5%,COc1ccc(Cc2nnc(SCC(=O)N3CCN(c4ccccc4)CC3)o2)cc1
·,-2%,·,5%,COC(=O)N1CCC[C@@]2(CCN(c3ccccc3)C2)C1
-8,-3%,52,·,Cc1ccc(C)c(NC2=NCC(=O)N2c2ccc3c(c2)OCCO3)c1
8,-11%,-94*,-24%,CC1(C)Cc2c(C#N)c(OCC(=O)c3ccc(Cl)cc3)nc(-c3ccoc3)c2CO1
2[0.369 µM],3%,-29,·,Cc1cc(C)cc(-c2nnc(SCC(=O)c3ccc4c(c3)OCCO4)o2)c1
5,6%,91,·,Cc1ccc(NC(=O)c2ccc(N/N=C/c3cccc(O)c3)c([N+](=O)[O-])c2)cc1
·,5%,?,·,C/C(=N\NC(=O)C(=O)Nc1ccc(C)cc1)c1ccncc1
0,4%,30,·,COc1ccc(N2C(=O)CC(N3CCN(c4ccc(C(=O)c5cccnc5)cc4)CC3)C2=O)cc1 (stereo not drawn)
2,-11%,-29,-28%,CC(C)NC(=S)NN(c1ccccc1)c1ccccc1
-3[20.6 µM],4%,·,13%,COc1cc(C(=O)NCc2ccc(OCCN(C)C)cc2)cc(OC)c1OC
2,3%,-27,3%,O=C(Nc1cc(C(F)(F)F)ccc1-n1cncn1)c1ccc(Br)cc1
4,-2%,?,24%,CCN(CC(=O)Nc1ccc2c(c1)OC(F)(F)O2)Cc1nc2ccccc2c(=O)[nH]1
·,-4%,-25,·,O=C(NN1C(=O)C2C3C=CC(C4CC34)C2C1=O)c1ccccc1Cl (stereo not drawn)
5,0%,?,-2%,CCOC(=O)Cn1c(=O)c2c(nc(Br)n2CC(=O)OCC)n(C)c1=O
9,0%&4%,?,·,Cc1ccc(C(O)(C(=O)NNc2ccc3ccccc3n2)c2ccc(C)cc2)cc1
?,2%,-14,·,Cc1ccc(NC2=NC(=S)N(CC#N)C23CCCCC3)cc1
-3,-2%,?,9%,CCOc1ccc(C2CC(c3ccc(CC)cc3)n3nc(N)nc3N2)cc1 (stereo not drawn)
4,1%,?,·,O=C(NC1CCCCC1)c1cc([N+](=O)[O-])[nH]n1
·,-2%,·,11%,C[C@@H](C(=O)NCc1ccc(C(F)(F)F)nc1)[C@H]1C[C@]1(C)[C@H](NC(=O)OCc1ccccc1)c1ccccc1
-5,-4%,-23,1%,COc1ccc(C)cc1S(=O)(=O)NCCC1=CCCCC1
-3,5%,-15,-7%,O=C1OCCC1Sc1nnc(-c2ccccc2)o1 (stereo not drawn)
2,-1%,22,2%,CCN(CC)Cc1cc(C(C)=O)ccc1O
·,-3%[0.00818 µM],·,-8%[0.0915 µM],Cc1cc(O)c(C(C)C)cc1Cl

5 structures already listed, arranged by formula weight, smallest number first:
IMPase inh,ALOX12 inhib,PNC assembly inh,ALOX15B inhib,SMILES
4,1%,?,·,O=C(NC1CCCCC1)c1cc([N+](=O)[O-])[nH]n1
-3,5%,-15,-7%,O=C1OCCC1Sc1nnc(-c2ccccc2)o1 (stereo not drawn)
·,-4%,-25,·,O=C(NN1C(=O)C2C3C=CC(C4CC34)C2C1=O)c1ccccc1Cl (stereo not drawn)
-3[20.6 µM],4%,·,13%,COc1cc(C(=O)NCc2ccc(OCCN(C)C)cc2)cc(OC)c1OC
4,-2%,?,24%,CCN(CC(=O)Nc1ccc2c(c1)OC(F)(F)O2)Cc1nc2ccccc2c(=O)[nH]1

Additional records follow:
IMPase inh,ALOX12 inhib,PNC assembly inh,ALOX15B inhib,SMILES
8,4%,?,-12%,CCCN(CCC)C(=O)Cc1coc2ccc3ccccc3c12
·,-3%,?,·,COc1ccccc1C/C(N)=N/OC(=O)COc1cccc(C)c1
9,-1%,?,0%,c1cncc(C(c2nnnn2C2CCCC2)N2CCCC2)c1 (stereo not drawn)
19,-1%,-3,3%,O=C(Nc1cc(C(F)(F)F)ccc1N1CCOCC1)c1ccc(F)cc1
·,-2%,33,·,COc1ccc(NC2=CC(=O)N(C)C2=O)cc1
6,-13%,0,41%[activator],Cc1ccc(NC(=O)CCN2CCN(C/C=C/c3ccccc3)CC2)cc1C
7,7%,86,·,O=C(NCc1ccccc1)C(c1cccs1)N(Cc1cccs1)C(=O)c1cnccn1 (stereo not drawn)
3,-3%,65,-18%,CCOCCCN1CN(S(=O)(=O)c2ccc(Cl)cc2)c2nc3ccccc3nc21
·,-5%,?,·,Cc1c(C(=O)NC(=S)Nc2ccccc2N2CCCC2)cccc1[N+](=O)[O-]
-15,0%,?,·,O=C(c1cnccn1)N(Cc1cccs1)C1(C(=O)NC2CCCCC2)CCCCC1
2,-3%,29,-2%,Cc1cc(C)cc(OCC(=O)NNC(=O)c2cc3ccccc3oc2=O)c1
3,1%,-5,6%,CCCN(Cc1cc2cc(C)ccc2[nH]c1=O)C(=O)c1cccc(OC)c1
15,-2%,?,3%,Cc1sc2nc(SCC(=O)N(CCO)CCO)n(C3CCCCC3)c(=O)c2c1C
5,2%,-3,37%[activator],CCCCCn1c(CCNC(=O)c2cccs2)nc2ccccc21
9,2%,?,3%,CCNc1nc(NCC)nc(Oc2ccc(OCC)nn2)n1
-4,-13%,31,12%,Cc1ccc(Nc2nnc(SCC(=O)NCc3ccco3)s2)cc1
-1,-1%,?,3%,O=C(NCCC1=CCCCC1)c1ccc(Cl)c(S(=O)(=O)Nc2ccccc2)c1
·,-1%,·,-11%,Cc1cc(C(=O)O)ccc1[N+](=O)[O-]
·,-3%,13,·,O=C(/C=C/c1ccc(Cl)cc1Cl)N1CCc2ccccc21
0,0%,29,-13%,CCOc1ccc(NC(=O)CN(C)S(=O)(=O)c2cccs2)cc1
4,-2%,23,4%,CC(=O)NCc1nc2ccccc2n1Cc1ccccc1C
11,0%,-7,-2%,CCOC(=O)N1CCOCCOCCN(C(=O)OCC)CCOCC1
2,-1%,26,31%[activator],O=c1c2c(nc3c(-c4cccc(Br)c4)c[nH]n13)CCCC2
1,3%,-12,2%,CCCOc1ccc(C(=O)Nc2cc(-c3nn4c(C)nnc4s3)ccc2C)cc1
8,2%,46,-1%,CCc1nnc(NC(=O)c2ccc(N3C(=O)CCC3=O)cc2)s1
18,-8%,-6,·,COc1ccc(NC(=O)c2cccnc2N2CCCCC2)cc1
·,-19%,-18,·,Oc1c(C(Nc2ccccn2)c2cccnc2)cc(Cl)c2cccnc12 (stereo not drawn)
-2,-4%,14,-1%,COc1ccccc1C(=O)Nc1cccc(NC(C)=O)c1
-7,0%,?,·,Cc1c(CC=C(Cl)Cl)c(=O)[nH]c2c(C)cccc12
4,-9%,27,-4%,CCCCN(Cc1ccccc1)S(=O)(=O)c1cc(Br)cc2c1N(C(C)=O)C(C)C2 (stereo not drawn)
-2,-3%,?,0%,CCSc1nc2c(c(=O)[nH]1)C(c1ccncc1)C(C(=O)OC)=C(C)N2 (stereo not drawn)
6,4%,-10,2%,COC(=O)Cn1c(SCc2ccccc2)nc2ccccc21
5[20.6 µM],-1%,?,-3%,NS(=O)(=O)c1cc2c(cc1C(F)(F)F)NCNS2(=O)=O
2,4%,?,6%,O=C(CN1C(=O)C2C3C=CC(C3)C2C1=O)Nc1nc2ccccc2[nH]1 (stereo not drawn)
·,-7%,?,·,O=C(CCCc1c[nH]c2ccccc12)Nc1ccc2ccccc2c1
0,-4%,?,-9%,COC(=O)c1ccc(Cc2ccc(C(=O)OC)o2)o1
4,-8%,69,54%[activator],Cc1ccc2c(c1)c1ncnc(N3CCc4ccccc4C3)c1n2C
11,-2%,?,7%,CCn1c(=O)cc(OCC(=O)N(C)c2ccccc2F)c2ccccc21
-3,0%,?,-3%,CC1=Nn2c(nc(-c3ccccc3)c2-c2ccccc2)N(CC(N)=O)C(=O)C1
5,-16%,-10,4%,CCOC(=O)c1sc(N)c(C#N)c1CSc1nc2ccc(C)cc2[nH]1
-2,-1%,54,·,CCCn1c(N)c(C(=O)CSc2nnc(-c3cccnc3)n2-c2ccc(C)cc2C)c(=O)[nH]c1=O
-5,-3%,11,20%,O=C(CN1CCc2ccccc2C1)Nc1ccc(Br)cc1
-2,2%,0,?,COc1cc(C2c3c(oc4ccccc4c3=O)C(=O)N2Cc2ccco2)ccc1O (stereo not drawn)

Pulled by compound from above:
IMPase inh,ALOX12 inhib,PNC assembly inh,ALOX15B inhib,SMILES
4,-8%,69,54%[activator],Cc1ccc2c(c1)c1ncnc(N3CCc4ccccc4C3)c1n2C
5[20.6 µM],-1%,?,-3%,NS(=O)(=O)c1cc2c(cc1C(F)(F)F)NCNS2(=O)=O
11,-2%,?,7%,CCn1c(=O)cc(OCC(=O)N(C)c2ccccc2F)c2ccccc21
2,4%,?,6%,O=C(CN1C(=O)C2C3C=CC(C3)C2C1=O)Nc1nc2ccccc2[nH]1 (stereo not drawn)
-2,-3%,?,0%,CCSc1nc2c(c(=O)[nH]1)C(c1ccncc1)C(C(=O)OC)=C(C)N2 (stereo not drawn)
·,-7%,?,·,O=C(CCCc1c[nH]c2ccccc12)Nc1ccc2ccccc2c1
5,-16%,-10,4%,CCOC(=O)c1sc(N)c(C#N)c1CSc1nc2ccc(C)cc2[nH]1
